# DT40 TDP1 no CPT = qHTS for Inhibitors of human tyrosyl-DNA phosphodiesterase 1 (TDP1): qHTS in cells in absence of CPT. actives 15% (n = 420,000). Potency, µM (doses to about 46.2 µM), for inactives: at the top dose activity change, negative = growth inhibition, hits mostly inhibitors. DT40 Tdp1-/- hTDP1 cells, no CPT, ATP luminescence, 48 h. AID 686978, 2013; note: nearly all actives have a fitted effect of over 55% in size
#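 No-CPT arm: Tdp1-/-;hTDP1 DT40 cells (400/well) plus compounds, incubated ≥48 hr at 37 °C. Readout CellTiter-Glo luminescence.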
# TDP1 block = blocks human tyrosyl-DNA phosphodiesterase 1 | recombinant TDP1, AlphaScreen DNA substrate cleavage | Potency, µM (doses to about 130 µM), without a hit: top-dose activity change, negative = inhibition, actives largely listed as inhibitors | actives 0.28% (n = 350,000) | AID 485290; note: nearly all actives have a fitted effect of over 40% in size
# Target sequence (Q9NUW8 whole entry, looked up): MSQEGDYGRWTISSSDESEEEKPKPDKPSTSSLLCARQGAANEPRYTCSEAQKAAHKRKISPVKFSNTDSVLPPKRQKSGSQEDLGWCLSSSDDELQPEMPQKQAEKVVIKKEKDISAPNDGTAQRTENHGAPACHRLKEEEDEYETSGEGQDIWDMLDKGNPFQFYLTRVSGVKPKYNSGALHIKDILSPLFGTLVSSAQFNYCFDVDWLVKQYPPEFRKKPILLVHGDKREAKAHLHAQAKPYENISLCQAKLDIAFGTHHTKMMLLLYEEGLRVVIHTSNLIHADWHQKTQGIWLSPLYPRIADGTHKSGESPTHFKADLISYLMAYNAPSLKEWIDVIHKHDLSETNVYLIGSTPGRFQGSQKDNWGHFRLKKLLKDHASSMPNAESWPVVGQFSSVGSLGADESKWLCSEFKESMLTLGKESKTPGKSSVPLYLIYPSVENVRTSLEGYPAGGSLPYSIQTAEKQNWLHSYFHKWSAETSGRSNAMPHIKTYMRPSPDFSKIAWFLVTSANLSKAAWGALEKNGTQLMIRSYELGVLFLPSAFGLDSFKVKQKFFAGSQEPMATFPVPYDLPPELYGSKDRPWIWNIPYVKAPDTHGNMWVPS
#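 Recombinant E. coli-expressed Tdp1 (1 nM) preincubated with compound 15 min at RT, then 5'-biotin/3'-phosphotyrosine-FITC DNA substrate (15 nM) added for 5 min. AlphaScreen beads (10 ug/ml) added, 10 min RT; tyrosine-FITC cleavage read as signal loss.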
# N370S GC = inhibitors or activators of N370S glucocerebrosidase for Gaucher disease; P04062; N370S GC spleen homogenate, 4MU-glucoside fluorescence; Potency, µM (top dose mostly 59.4 µM), without a hit: top-dose activity change, negative = inhibition, most hits filed as inhibitors; actives 0.092% (n = 330,000); AID 2101;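 note: 0% = full enzyme activity and -100% = no enzyme basal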
# * hit, by the source's call; ? = inconclusive; . = not tested or not shown; [ ] = dose if it differs, or a comment. Calls come from the whole dose curve; as a rule, active = well fitted curve in the direction sought with a large enough effect; inconclusive = small, poorly fitted or top-dose-only effect, or another doubt; inactive = no such curve, though single readings can be large; an effect the other way counts as inactive or inconclusive. Unless noted, % is set by controls: 0 for no effect and ±100 for the full control effect; potency is the fitted concentration of half-maximal effect. An excerpt. The share of hits here may be higher or lower than overall.
# Value order – DT40 TDP1 no CPT | TDP1 block | N370S GC
> Cc1ccccc1NC(=O)CSc1n[nH]c(-c2ccco2)n1
    -1% | 5% | -11%
> Cc1ccc(NC(=O)CN2C(=O)S/C(=C\c3ccccn3)C2=O)cc1C
    6% | 2% | -11%
> O=C(Nc1cccc(F)c1)c1cnc2sc(N3CCCC3)nn2c1=O
    3.3µM* | 3% | .
> O=C(CCNC(=O)c1ccccc1Cl)Nc1cc(S(=O)(=O)N2CCOCC2)ccc1N1CCCC1
    -11% | 1% | -4%
> COc1ccc(OCC(=O)Nc2cccc(S(=O)(=O)N(C)c3ccccc3)c2)c([N+](=O)[O-])c1
    -7% | 1% | .
> CC(C)Oc1ccc(-c2cc(C(=O)NCCN3CCOCC3)c3ccccc3n2)cc1
    ? | 8% | -23%
> CCCCC(=O)Nc1nnc(S(=O)(=O)N(CC)c2cc(C)cc(C)c2)s1
    ? | 4% | .
> COc1ccc(-n2c(SCC(=O)C(C)(C)C)nc3c(sc(=S)n3-c3ccccc3)c2=O)c(OC)c1
    12µM* | . | -7%
> Cn1cnnc1SC1CCCCC1NS(=O)(=O)c1ccccc1 (stereo not given)
    -21% | 5% | 3%
> CCCc1cc2c(=O)c(-c3ccc4c(c3)OCCO4)coc2cc1OS(C)(=O)=O
    ? | -3% | 11%
> Cc1csc(NC(=O)CN2C(=O)COc3ccc(Cl)cc32)n1
    -28% | 6% | 1%
> COc1ccccc1/C=C/C(=O)NCC(=O)N=Nc1c(O)[nH]c2ccccc12
    ? | 5% | -9%
> CC(=C/c1ccc(C(C)C)cc1)/C=N/NC(=O)CSc1ccccn1
    ? | 5% | 4%
> COc1cccc(-c2noc(CCC(=O)Nc3cccnc3)n2)c1
    ? | 5% | -3%
> CCN(CC)Cc1ccc(NC(=O)c2sc3cc(Cl)ccc3c2Cl)cc1
    16µM* | . | -7%
> COc1ccc(OC(=O)c2nc(SCc3ccc(C)cc3)ncc2Cl)cc1
    -13% | 2% | .
> Cn1cc(/C=C/c2nc3ccccc3c(=O)n2-c2cccc([N+](=O)[O-])c2)c2ccccc21
    ? | 2% | 4%
> CC(Oc1cccc(Cl)c1)c1ccnc2nc(/N=C/N(C)C)nn12 (stereo not given)
    -5% | -1% | 6%
> COc1ccc(N2CCN(C(=O)c3ccc(-n4nc(C)cc4C)cc3)CC2)cc1
    ? | -7% | 3%
> COc1cc(/C=N/O)ccc1OCc1ccc([N+](=O)[O-])cc1
    ? | 2% | -4%

# Going on with the list.
# Value order – DT40 TDP1 no CPT | TDP1 block | N370S GC
> CC1c2[nH]c3ccccc3c2C[C@H]2C(=O)N(CCCN(C)C)CC(=O)N12 (stereo not given in full)
    -6% | . | 0%
> O=C(CN(Cc1ccccc1)C(=O)CCC(=O)Nc1ccccn1)NCCc1ccccc1
    ? | 8% | -2%
> CSCCC(NS(=O)(=O)c1ccccc1F)C(=O)NCC(c1ccco1)N(C)C (stereo not given)
    -3% | 0% | .
> Cn1c(=O)[nH]c(=O)c2c1nc(NC1CCCC1)n2Cc1ccccc1
    ? | . | 6%
> O=C(CC1S/C(=N/N=C/c2cccs2)NC1=O)Nc1ccccc1F (stereo not given)
    -4% | 3% | -9%
> CCc1ccc(N(CC(=O)NCc2ccc3c(c2)OCO3)C(=O)c2csnn2)cc1
    -21% | 6% | -5%
> COC(=O)NC(=S)Nc1ccc(Oc2ccc(Cl)cc2)c(Cl)c1
    ? | 9% | 1%
> CC(=O)Nc1ccc(S(=O)(=O)Nc2nccc(C)n2)cc1
    ? | 4% | 1%
> CCOC(=O)/C=C1\NC(=O)C(C)S1 (stereo not given)
    -5% | -1% | -3%
> Cc1ccc2nc(-c3ccccc3)cc(C(=O)N3CCN(S(=O)(=O)c4c(C)noc4C)CC3)c2c1
    23µM* | 0% | .
> CCn1c(CNC(=O)c2cccc(C)c2)nnc1SCC(=O)N1CCOCC1
    -5% | 0% | 0%
> Cc1cc(C)n(CCOc2ccc(Cl)cc2Cl)n1
    -10% | 2% | 0%
> CN(Cc1ccccc1)CC(O)COc1ccc(CNCCc2cccnc2)cc1 (stereo not given)
    ? | 4% | -4%
> COc1ccc(OC)c(S(=O)(=O)N2C(C)CCCC2C)c1 (stereo not given)
    ? | -1% | 6%
> CCOCCCN(C)C1CCN(C(=O)c2oc3ccccc3c2NC(=O)c2ccc([N+](=O)[O-])cc2)CC1
    3% | 4% | -21%
> COc1ccc(N2CCN(C(=O)COC(=O)CNC(=O)c3ccc(C)cc3)CC2)cc1
    -12% | . | 2%
> COCCn1c(=O)sc2ccccc2c1=O
    ? | -3% | -9%
> Cc1ccccc1NC(=S)NC(=O)c1cncc(Br)c1
    -25% | 3% | 26%
> CCn1ncc(C(=O)Nc2cccc(Cl)c2)c1C
    ? | 0% | 9%
> COc1cccc(/C=N/NC(=O)CCn2c3ccccc3c3ccccc32)c1
    -5% | 5% | -2%

# Going on with the list.
# Value order – DT40 TDP1 no CPT | TDP1 block | N370S GC
> COc1ccc(NC(=S)NC(=O)/C=C/c2ccccc2)cc1
    ? | . | -7%
> COc1ccc2ccccc2c1CNC(=O)CC1C(=O)NCCN1CC(C)(C)C (stereo not given)
    12% | . | 5%
> CCc1cccc(NC(=O)CCc2nc(-c3cccs3)no2)c1
    6% | -2% | 27%
> CCCc1cc(=O)oc2cc(OCc3ccc(C(=O)O)cc3)ccc12
    -5% | . | -11%
> CC1(C)OC(C(O)(c2cc(F)c(F)c(F)c2)c2cc(F)c(F)c(F)c2)C(C(O)(c2cc(F)c(F)c(F)c2)c2cc(F)c(F)c(F)c2)O1 (stereo not given)
    . | 7%[21 µM] | -12%[12.8 µM]
> Cc1cc(C)n2nc(C(=O)OCC(=O)Nc3ccc4c(c3)OCCO4)nc2n1
    22% | 0% | .
> CCOC(=O)N1CCN(C(=O)C2c3cc(OC)c(OC)cc3C(=O)N3CCc4ccccc4C23)CC1 (stereo not given)
    5% | 5% | -17%
> COc1ccc(S(=O)(=O)Nc2ccncc2)c(C)c1C
    ? | -5% | 0%
> Cc1ccc(S(=O)(=O)C(C#N)c2nc3ccccc3nc2N2CC(C)OC(C)C2)cc1C (stereo not given)
    15µM* | 7% | 6%
> CN(C)C(=N)c1n[nH]nc1SCc1ccc(Cl)c(Cl)c1
    0% | -5% | -5%
> Cc1cccc(/C=N/NC(=O)c2cccc(Cl)c2)n1
    16µM* | . | 7%
> Cc1ccc(Cl)cc1Nc1nn2c(=O)c3ccc(C(=O)NC4CCCCC4)cc3nc2s1
    -28% | 3% | .
> COc1cc(NC(=S)NC(=O)c2ccco2)ccc1NC(=O)C(C)C
    6% | 0% | 3%
> COCC(C)NS(=O)(=O)c1ccc(N2CCCCS2(=O)=O)cc1 (stereo not given)
    ? | 4% | .
> O=C(NCc1ccccc1)[C@]1(C(F)(F)F)C[C@H](CCCO)CCCO1
    . | 6% | -7%
> O=C(NCC1CCCO1)c1cccc(S(=O)(=O)N2CCOCC2)c1 (stereo not given)
    -4% | 0% | 4%
> COC(=O)c1ccccc1NC(=O)CN1CCC(n2nnc3cc(C)ccc32)CC1
    . | 2% | -11%
> COc1ccc(-c2nnc3n2N=C(c2cccc(OC)c2)CS3)cc1
    . | 6% | -4%
> O=C(O)c1cnn2c(C(F)F)cc(C(F)F)nc12
    -7% | 4%[56.1 µM] | -1%
> COC(=O)c1ccc(NC(=O)CN(C)S(=O)(=O)c2ccc(Br)s2)cc1
    -18% | 2%[12.3 µM] | .

# Looked up by compound from the list above:
# Value order – DT40 TDP1 no CPT | TDP1 block | N370S GC
> COc1ccc(N2CCN(C(=O)COC(=O)CNC(=O)c3ccc(C)cc3)CC2)cc1
    -12% | . | 2%
> CN(C)C(=N)c1n[nH]nc1SCc1ccc(Cl)c(Cl)c1
    0% | -5% | -5%

# Other compounds follow.
# Value order – DT40 TDP1 no CPT | TDP1 block | N370S GC
> CC(C)CC(NS(=O)(=O)c1ccc2c(c1)oc(=O)n2C)C(=O)NCc1ccccc1Cl (stereo not given)
    -12% | -1% | .
> CCc1cc(CNC(=O)C2CCC(=O)N(CCc3cccc(F)c3)C2)on1 (stereo not given)
    -1% | 2% | 1%
> CN(CC(=O)Nc1ccccc1Cl)C(=O)COC(=O)c1ccc(Cl)nc1
    -5% | 0% | 1%
> O=C(CSc1nc2c(c(=O)[nH]1)CCC2)Nc1cccc(O)c1
    -18% | 9% | .
> Cc1ccc(-c2nnn(CC(=O)N(c3ccc4c(c3)OCCO4)C(C(=O)NCC3CCCO3)c3ccc(F)cc3)n2)o1 (stereo not given)
    ? | 9% | 10%
> COc1ccc(C=C2c3ccccc3C(=O)c3ccccc32)c(OC)c1
    . | 13% | -10%
> c1ccc(-c2noc(C3CCCCC3)n2)nc1
    -18% | 5% | -13%
> CCc1ccccc1N(C(=O)CNC(=O)c1ccco1)C(C(=O)NC1CCCC1)c1cccnc1 (stereo not given)
    -19% | . | -1%
> CC(=C\c1ccccc1)/C=C1/SC(=S)N(C(C(=O)O)C(C)C)C1=O (stereo not given)
    ? | 8% | 2%
> O=C(Nc1cccc(OCC(=O)N2CCOCC2)c1)c1ccc(C(F)(F)F)cc1
    -29% | 0% | -3%
> Cc1[nH]n(-c2ccccc2)c(=O)c1/C=N/c1nn[nH]n1
    ? | 8% | -10%
> COc1cccc(C2CC(c3ccccc3Cl)n3ncnc3N2)c1 (stereo not given)
    ? | 5% | -6%
> Cc1ccc(S(=O)(=O)N2CCOCC2)cc1NC(=O)COC(=O)COc1cccc2c1OC(C)(C)C2
    0% | . | 4%
> CN1CCN(c2nc3nonc3nc2N2CCN(C)CC2)CC1
    -3% | 1% | -17%
> CCN(CC(=O)Nc1ccccc1OC)C(=O)C1CC2C=CC1C2 (stereo not given)
    7% | -1% | -11%
> Cc1nnsc1SCCNC(=O)c1c(F)cccc1F
    2% | 0% | 1%
> Cc1cc(S(=O)(=O)NCc2ccncc2)c(C)cc1Br
    5.8µM* | 2% | -13%
> O=C1OCCC1Sc1nc2ccccc2n1-c1ccccc1 (stereo not given)
    12% | 2% | 13%
> CCOC(=O)c1ccc(NC(=S)NCCCN2CCN(C3CCCCC3)CC2)cc1
    ? | 6% | -1%
> Cc1ccc(S(=O)(=O)N2CCN(c3ncccn3)CC2)c(C)c1
    -11% | 1% | -11%

# Filtered by structure, the compounds so far with a COOH group (three)
# Value order – DT40 TDP1 no CPT | TDP1 block | N370S GC
> CCCc1cc(=O)oc2cc(OCc3ccc(C(=O)O)cc3)ccc12
    -5% | . | -11%
> O=C(O)c1cnn2c(C(F)F)cc(C(F)F)nc12
    -7% | 4%[56.1 µM] | -1%
> CC(=C\c1ccccc1)/C=C1/SC(=S)N(C(C(=O)O)C(C)C)C1=O (stereo not given)
    ? | 8% | 2%

# (further entries)
# Value order – DT40 TDP1 no CPT | TDP1 block | N370S GC
> O=C(NCCN1C(=O)S/C(=C\c2ccccc2F)C1=O)C1=COCCO1
    2.9µM* | 0% | 2%
> O=C(CN1CCN(Cc2ccc3c(c2)OCO3)CC1)N1CCc2[nH]c3ccc(F)cc3c2C1
    ? | 5% | -3%
> Cc1ccc(C)c(N(C(=O)CNC(=O)c2ccco2)C(C(=O)NCC2CCCO2)c2ccccc2)c1 (stereo not given)
    -20% | . | -1%
> COc1ccc(C/C(C)=N/NC(=O)c2cc(C)oc2C)cc1
    -17% | 6% | 27%
> CCOC(=O)/C=C1\SCC(=O)N1CC(=O)NC(C)c1ccccc1 (stereo not given)
    2% | 4% | -3%
> CCOc1ccc(-c2cc(C(=O)NCc3ccccc3)c3c(-c4ccc(CC)cc4)[nH]nc3n2)cc1
    ? | -5% | .
> O=C(Nc1ccc2c(c1)OCO2)c1ccc(S(=O)(=O)N2CCCC2)cc1
    -15% | 2% | -20%
> CC(C)(C)OC(=O)N1CCCC1C(=O)N1CCc2ccccc21 (stereo not given)
    -4% | -2%[56.1 µM] | 4%
> CCc1ccccc1N(C(=O)c1snc(C(N)=O)c1N)C(C(=O)NCC1CCCO1)c1ccc(OC)c(OC)c1 (stereo not given)
    12µM* | 2% | ?
> Cc1ccc(N2C(=O)NC(NC(=O)C(C)(C)C)(C(F)(F)F)C2=O)cc1C (stereo not given)
    -18% | 3% | -15%
> COc1ccc(/C=N/NC(=O)CNC(=O)c2ccc3c(c2)OCCO3)c(C(=O)O)c1OC
    5% | 1% | -3%
> Fc1ccc(-c2[nH]ncc2-c2nnnn2-c2ccccc2)c(F)c1
    -24% | 6% | 10%
> COc1ccc(-c2nn(-c3ccccc3)cc2CO)cc1OC
    -27% | 1% | 5%
> COc1ccc(C(=O)NCC(c2cccs2)N2CCc3ccccc32)c(OC)c1 (stereo not given)
    15µM* | 1% | 15%
> O=C(COC(=O)c1cccnc1)Nc1ccccc1
    -31% | -7%[56.1 µM] | 6%
> Cc1ccc(C2N(c3cccc(Cl)c3)C(=O)C3CCCN32)o1 (stereo not given)
    -17% | -3% | -4%
> Cc1ccc(Nc2nc(N3CCOCC3)nc(N3CCOCC3)n2)cc1
    18µM* | 0% | 11%
> CCCCc1ccc(NC(=O)CN(C)CC(=O)Nc2ccccc2Cl)cc1
    23µM* | . | 0%
